Bioassay records (PubChem)
TRPV1 agonist = HTS Assay for Compounds that Act as Agonists of the Vanilloid Receptor 1; Transient receptor potential cation channel subfamily V member 1 (Homo sapiens), Q8NER1; TRPV1-expressing cells, Fluo-8 calcium influx, agonist mode; activation, % at 8.33 µM; 0.19% of 320,000 active; AID 540275, 2011; in the data active = activation above about 80%; inconclusive = between about 30% and that limit; note: 0% is about no effect
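Cells expressing TRPV1 were dye-loaded with Fluo-8 and read kinetically: 10 s baseline, 3 min after compound (agonist portion), then 2 min after EC20 capsaicin (allosteric enhancer portion). Calcium-bound dye fluorescence at 480/520 nm.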
a7 integrin act = qHTS for Activators of Integrin-Mediated Alleviation for Muscular Dystrophy; 0.064% of 350,000 active; Potency, µM (series often up to 38.3 µM), inactives show top-dose activation, most hits filed as activators; alpha7betagal myoblasts, beta-gal FDG fluorescence, 48 h;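 note: potency is the fitted concentration of half-maximal effect; 100% = response of the positive control SU9516; nearly all actives have a fitted effect of over 60% in size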
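Alpha7betagal+/- myoblasts (passage 13) were plated 16-24 hr, then exposed to compounds (1:260 dilution of DMSO stock) for 48 hours at 37C. After MPER lysis, β-galactosidase reporter activity was read as FDG fluorescence (ex 480/em 540) after 30 minutes.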
ASM inhibitor = Inhibitors of Secretory Acid Sphingomyelinase (S-ASM): qHTS; Sphingomyelin phosphodiesterase (Homo sapiens), P17405; placental ASM, HMU-PC fluorogenic substrate, 60 min; Potency, µM (highest dose often 57.5 µM), inactives show at the highest dose activity change, negative = inhibition, most hits filed as inhibitors; 0.006% of 340,000 active; AID 504937, 2011; note: potency is the fitted concentration of half-maximal effect
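Human placenta-derived ASM preincubated with compound 10 min at room temperature, then reacted with 9 uM (final) fluorogenic HMU-PC substrate for 60 min at 37 C. Stop solution raises pH to 10; fluorescence read at Ex 386/Em 447 nm.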
FBPA coupling cs = qHTS Assay for Inhibitors of Fructose-1,6-bisphosphate Aldolase from Giardia Lamblia: Coupling assay counterscreen; coupling enzyme system counterscreen, AmpLite Red fluorescence; activity change, negative = inhibition, % at 58.2 µM, hits read low; 0.67% of 290,000 active; in the data active = activity change below about -30%; note: % is set by controls: 0 for no effect and ±100 for the full control effect
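Counterscreen of the coupled detection system alone, without aldolase: glyceraldehyde-3-phosphate coupling enzymes plus AmpLite Red readout. Compounds at 57.5 uM final, 10 min RT preincubation, 20 min RT reaction, fluorescence 525/598 nm.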
AT treatment = qHTS Assay for Identifying a Potential Treatment of Ataxia-Telangiectasia; AID 485349, 2010; […] A-T fibroblasts, KAP-1 phosphorylation AlphaLISA; neocarzinostatin DNA damage 30 min before lysis; 0.19% of 320,000 active; Potency, µM (doses to about 57.5 µM), inactives show at the highest dose activation, actives largely listed as activators; note: potency is the fitted concentration of half-maximal effect; % of control where 0% means no effect; nearly all actives have a fitted effect of over 45% in size
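ATM-like activity read as KAP-1 phosphorylation via AlphaLISA donor/acceptor antibody pairs after lysis and 6 hr at 25C. Cells were ATM-null patient fibroblasts ([…], hTERT), dosed 60 min, then exposed to the DSB inducer NCS for 30 min.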
KCNH2 WT inh = qHTS for Inhibitors of KCHN2 3.1: Wildtype qHTS; Voltage-gated inwardly rectifying potassium channel KCNH2 (Homo sapiens), Q12809; U2OS, BacMam KCNH2, thallium flux FluxOr; hits give low values; activity change, % at 1.84 µM; 0.37% of 340,000 active; AID 720551, 2013;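 active = maximum activity change below -70%; inconclusive = maximum activity change between -70% and -50%; inactive = maximum activity change above -50%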; note: % is set by controls: 0 for no effect and ±100 for the full control effect
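U2OS cells transduced with wild-type KCNH2 virus are loaded with FluxOr dye for 45 min, and thallium flux is measured in kinetic reads before and after stimulation buffer. Rate constants are normalized to DMSO controls.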
MLL CXXC-DNA inh = qHTS Fluorescence Polarization Assay for Inhibitors of MLL CXXC domain - DNA interaction. AID 2662, 2010. Potency, µM (titrated, usually from 115 µM), without a hit: top-dose activity change, negative = inhibition, most hits filed as inhibitors. 0.037% of 290,000 active. Histone-lysine N-methyltransferase 2A (Homo sapiens), Q03164. MLL-CXXC / FITC-HOXA9 DNA fluorescence polarization; active = well fitted inhibition curve with a large enough effect in the polarisation, with a control signal flat, not every such curve was filed as active; inconclusive = small, poorly fitted or top-dose-only effect, or effect the other way, or a change in a side signal; inactive = no such curve, though single readings can be large or run the other way; the % refers to the polarisation; note: potency is the fitted concentration of half-maximal effect
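Steps: dispense CXXC domain solution (7 uM) → pin compounds or unlabeled HOX-A9 DNA control → 5 min ambient → add FLSN-HOX-A9 solution (50 nM) → spin → 30 min ambient → fluorescence polarization. Tris pH 7.5/NaCl/DTT/BSA buffer.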
GALK inh = qHTS Assay for Inhibitors of Human Galactokinase (GALK); P51570; Purified GALK, Kinase-Glo residual ATP luminescence; Potency, µM (doses to about 57.5 µM), for the others: at the top dose activity change, negative = inhibition, most hits filed as inhibitors; 0.007% of 270,000 active; note: potency is the fitted concentration of half-maximal effect; % is set by controls: 0 for no effect and ±100 for the full control effect
Target sequence (P51570 whole entry, looked up): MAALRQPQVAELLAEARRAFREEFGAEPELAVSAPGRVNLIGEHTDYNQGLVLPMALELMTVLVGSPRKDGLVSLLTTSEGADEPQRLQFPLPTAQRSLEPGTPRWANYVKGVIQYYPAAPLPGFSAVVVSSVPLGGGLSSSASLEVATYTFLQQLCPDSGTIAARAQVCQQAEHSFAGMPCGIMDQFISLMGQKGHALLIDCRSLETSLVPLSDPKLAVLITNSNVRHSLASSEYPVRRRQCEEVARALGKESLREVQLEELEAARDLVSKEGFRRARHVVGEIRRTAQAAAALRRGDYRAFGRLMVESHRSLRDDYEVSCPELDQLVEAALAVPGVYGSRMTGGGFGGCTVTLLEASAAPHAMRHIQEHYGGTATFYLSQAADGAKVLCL
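Kinase-Glo Plus luminescence measured ATP left after a 1 h room-temperature reaction. The reaction used 5 nM GALK, 100 uM galactose and 35 uM ATP at pH 8.0 (20 mM HEPES, 5 mM MgCl2, 60 mM NaCl, 1 mM DTT, 0.01% BSA).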
KCNH2 3.1 inh = qHTS for Inhibitors of KCHN2 3.1: Mutant qHTS | Potassium voltage-gated channel subfamily H member 2, brain isoform KCNH2 3.1 (human) | U2OS KCNH2 3.1, thallium flux FluxOr; hits give low values | activity change, % (tested at about 1.8 µM) | 0.95% of 340,000 active;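 active = maximum activity change below -70%; inconclusive = maximum activity change from -70% to -50%; inactive = maximum activity change above -50%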;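 note: thallium influx rate constant from kinetic fluorescence after stimulation buffer; % is set by controls: 0 for no effect and ±100 for the full control effect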
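Measured as rate of thallium-driven FluxOr signal in transduced U2OS cells carrying the 3.1 channel, read kinetically for 2 min upon stimulation; values are rate constants scaled to DMSO control wells.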
MBNL1-CUG inh = qHTS Assay for Inhibitors of MBNL1-poly(CUG) RNA binding. Muscleblind-like protein 1 (Homo sapiens), Q9NR56. TR-FRET MBNL1-His/biotin-(CUG)12 binding, 665/545 ratio. Potency, µM (titrated, usually from 57.5 µM), without a hit: top-dose activity change, negative = inhibition, most hits filed as inhibitors. 0.036% of 280,000 active. AID 2675, 2010; active = well fitted inhibition curve with a large enough effect in the signal ratio, with a control signal flat, not every such curve was filed as active; inconclusive = small, poorly fitted or top-dose-only effect, or effect the other way, or a change in a side signal; inactive = no such curve, though single readings can be large or run the other way; the % refers to the signal ratio; note: potency is the fitted concentration of half-maximal effect; % is set by controls: 0 for no effect and ±100 for the full control effect
Target sequence (Q9NR56 whole entry, looked up): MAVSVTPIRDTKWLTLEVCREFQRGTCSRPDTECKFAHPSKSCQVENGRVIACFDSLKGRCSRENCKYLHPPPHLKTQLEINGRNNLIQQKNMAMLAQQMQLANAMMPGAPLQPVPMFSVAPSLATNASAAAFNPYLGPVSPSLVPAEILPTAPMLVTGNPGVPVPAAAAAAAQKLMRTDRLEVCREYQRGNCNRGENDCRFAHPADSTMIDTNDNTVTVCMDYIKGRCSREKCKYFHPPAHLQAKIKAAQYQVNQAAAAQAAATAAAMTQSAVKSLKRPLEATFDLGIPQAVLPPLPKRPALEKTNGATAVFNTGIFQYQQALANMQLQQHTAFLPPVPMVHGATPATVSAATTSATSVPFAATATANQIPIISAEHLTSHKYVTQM
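Ratiometric TR-FRET (665 over 545 nm, excitation 340 nm) tracks disruption of MBNL1-His/biotin-(CUG)12 complex after 60 min at room temperature, with compounds at 92 nM to 58 uM final.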
Active calls of the source: *; u = inconclusive; x = no result given; [ ] = remark or other dose. Unless noted, calls come from the whole dose curve; as a rule, active = well fitted curve in the direction sought with a large enough effect; inconclusive = small, poorly fitted or top-dose-only effect, or another doubt; inactive = no such curve, though single readings can be large; an effect the other way counts as inactive or inconclusive. Compounds as they come; any-hit rate near 2%.

SMILES | TRPV1 agonist | a7 integrin act | ASM inhibitor | FBPA coupling cs | AT treatment | KCNH2 WT inh | MLL CXXC-DNA inh | GALK inh | KCNH2 3.1 inh | MBNL1-CUG inh
Cc1ccc(NC(=O)CC2SCCNC2=O)cc1[N+](=O)[O-] (stereo not given) | 3 | 11% | 0% | -5 | 0% | 0 | -4% | 0% | 25 | x
CCOC(=O)c1c(S(=O)(=O)N2CCCC(C(=O)Nc3cccc(C)n3)C2)c(C)n(C)c1C (stereo not given) | -3 | 16% | 6% | x | -1% | 0 | 3% | -2% | 15 | -5%
CC(C)c1ccc(C2NC(=O)c3ccccc3O2)cc1 (stereo not given) | 5 | 0% | 0% | 1 | -3% | 7 | 1% | -1% | 3 | -10%
C=C(C)C(=O)Nc1cccc(C2=NOC3(C2)C[C@@H](C(N)=O)N(C(=O)c2ccc(Cl)cc2)C3)c1 (stereo not given in full) | -1 | 23% | 0% | 0 | -29% | -8 | 14% | -2% | 4 | -8%
COc1cccc(-c2nc(C#N)c(N3CCN(C(=O)c4ccco4)CC3)o2)c1 | 0 | -14% | -1% | x | 7% | -3 | 9% | 4% | 5 | -2%
CCOC(=O)c1c(CN2CCOCC2)oc2ccc(OC)cc12 | 3 | -10% | 2% | -1 | -1% | 5 | -5% | 0% | -17 | u
N/C(=N\OC(=O)c1ccc(Br)o1)c1cccnc1 | -2 | 3% | 0% | 4 | -1% | -1 | 10% | 4% | 2 | 13%
CSc1nnc(-c2ccc(O)cc2)n1C | 0 | 2% | 1% | -1 | -1% | 7 | 2% | 9% | 19 | -6%
Nn1c(SCC(=O)NCC2CCCO2)nnc1-c1cc(Cl)ccc1Cl (stereo not given) | -6 | -11% | 3% | x | 0% | -3 | x | x | 5 | x
CCOC(=O)c1csc(NC(=O)c2ccc(C#N)cc2)n1 | 0 | -30% | 5% | 0 | 0% | -18 | 10% | -1% | 3 | u
COc1c2c(cc3oc(=O)c4c5ccc(O)cc5oc4c13)OC(C)(C)CC2 | x | -2% | 310%[activator] | x | x | -10 | x | x | 0 | x
COc1ccc(C(CNc2ccc(S(=O)(=O)N3CCCC3)cc2[N+](=O)[O-])N2CCCC2)cc1 (stereo not given) | 8 | -11% | -10% | 3 | -11% | 1 | -2% | 3% | -30 | x
O=C(NCc1n[nH]c(=S)n1-c1ccc(F)cc1)c1ccc(S(=O)(=O)N2CCCC2)cc1 | -3 | 5% | 0% | 6 | 1% | -11 | 15% | 0% | -22 | 2%
CC(C)NC(=O)N1c2ccccc2Sc2ccccc21 | 4 | 6% | -3% | 1 | -12% | -8 | 6% | -3% | -1 | -10%
COCCN(Cc1nnc(-c2cccs2)o1)C(=O)c1cccc(S(=O)(=O)N2CCOCC2)c1 | -7 | 15% | 0% | x | 9% | 1 | x | x | 15 | x
COCCNC(=O)c1ccc(C(=O)NCCOC)s1 | 1 | 10% | 5% | 2 | 12% | -22 | 18% | -4% | 1 | 3%
O=C(C[C@H]1C/C=C\C[C@@H](Cc2ccc(F)cc2)C(=O)OC[C@H]2CCCN2C1=O)N[C@@H](CO)Cc1ccccc1 | x | 12% | -2% | x | 2% | 5 | x | x | 1 | x
CC(Sc1nnc(N)s1)C(=O)Nc1ccc(N2CCOCC2)cc1 (stereo not given) | 1 | -3% | -1% | 1 | -2% | 2 | -10% | -2% | 33 | -6%
O=C(COC(=O)CCc1c[nH]c2ccccc12)Nc1ccccc1C(F)(F)F | 9 | 29% | -1% | x | -4% | -6 | x | x | 1 | x
CCC(N=c1cc(-c2ccc(OC)c(OC)c2)oc2ccc(C)cc12)C(=O)O (stereo not given) | 5 | 19% | x | 0 | -3% | -8 | 3% | 0% | 1 | u
CCOc1ccc(C(=O)NCC2OCCc3ccccc32)cc1 (stereo not given) | 9 | 0% | -1% | -2 | -10% | 3 | 112%[activator] | -4% | -3 | u
COCc1ccc(C(=O)N2CCCC(CCC(=O)NCc3ccccc3F)C2)o1 (stereo not given) | 0 | -13% | 6% | -1 | 6% | 1 | -9% | -1% | -26 | -4%
Cc1cccc(NC(=O)CSc2nc(NS(=O)(=O)c3ccccc3)cc(=O)[nH]2)c1 | -1 | -25% | 8% | -2 | -7% | 4 | -4% | 3% | -14 | -9%
NC(=O)c1ccccc1N/C=C/C(=O)c1ccco1 | 0 | 9% | 79%[activator] | -2 | -2% | 6 | 3% | -7% | 3 | u
COc1cccc(CNCc2ccc(C(=O)O)cc2)c1OC | 1 | -2% | -2% | 2 | -2% | -4 | u | 0% | 0 | 1%
CCCC(=O)NC1=C(C#N)C2(CCCC2)Cc2ccccc21 | x | -21% | -1% | 0 | 2% | -16 | 1% | 2% | 5 | u
COC(=O)[C@@]1(C)[C@H]2C(=O)N(Cc3ccccc3)C(=O)[C@H]2[C@H]2CN=C(SC)N21 | x | 23% | 11% | x | 8% | -3 | x | x | -1 | x
CC(=O)C1(O)C(C)CC2C3CC(F)C4(O)CC(O)CCC4(C)C3CCC21C (stereo not given) | x | 5% | -1% | x | x | 3 | x | x | 19 | x
CCOC(=O)C(=CNc1ccccc1N1CCOCC1)C(=O)OCC | u | -10% | 14% | -2 | 1% | -5 | -20% | x | -5 | 2%
Cc1nn(-c2cc(C)c3ccccc3n2)c2c1CCC2 | 1 | 2% | -1% | 0 | 3% | -8 | 0% | -2% | 10 | -9%
CCOc1c(C)cc(S(=O)(=O)NCc2cccnc2)c(C)c1C | 2 | -4% | 2% | -1 | -7% | -1 | 2% | 3% | 1 | -3%
Nc1ccccc1N1CCOCC1 | -1 | 11% | 2% | 4 | -5% | -2 | 1% | 2% | 8 | -7%
O=C(O)CCn1c(SCc2cccc3ccccc23)nc2ccccc21 | 8 | 0% | 2% | 8 | -2% | 11 | 97%[activator] | -4% | -14 | 4%
CN(CCOc1cccc2ccccc12)Cc1ccccc1 | 6 | 19% | -2% | 0 | 11% | -8 | -4% | 0% | -4 | 0%
COc1ccc(NC(=O)c2ccco2)cc1NC(=O)c1cccs1 | 2 | 9%[7.66 µM] | -10% | 5 | -3% | 9 | 1% | 0% | x | -6%
Cc1cc2c(ncn2C(C)C)c(NS(=O)(=O)c2ccc(F)cc2)c1C | 8 | -15% | 5% | 0 | 7% | 0 | 5% | 12% | 4 | x
Cn1[nH]cc(C=NC(N)=O)c1=O | x | 5% | 6% | x | x | 0 | x | x | 3 | x
Cc1[nH]c2ccc(C(=O)NCCN3CCCCCC3)cc2c1C | 0 | -1% | 0% | 2 | -3% | 8 | -1% | 7% | 0 | -12%
CC(C)N(C)Cc1nnnn1CC(=O)N(C)Cc1ccc(F)cc1 | -3 | -54%[inhibitor] | 7% | 2 | 3% | 14 | 3% | -9% | -2 | -4%
CSc1nc2ccccc2c(=O)n1Cc1ccc(F)cc1 | 4 | 4% | -9% | -4 | 3% | -4 | 1% | -1% | -28 | 30%
O=C(COC(=O)C1CC1)NCCc1ccc(Cl)cc1 | -1 | -19% | 3% | x | 1% | -17 | x | x | -12 | x
Cc1ccc(NC(=O)Cn2cccc2)c(Br)c1 | -3 | -2% | 1% | 0 | -12% | 3 | 9% | -1% | -13 | 8%
COc1ccc(OC)c(NC(=O)c2nc(-c3ccccc3)oc2C)c1 | 10 | u | 1% | 0 | 8% | x | 5% | 0% | 28 | 9%
CCn1c(SCc2ccc(Cl)c(Cl)c2)nnc1C(C)NC(=O)c1ccc(OC)cc1 (stereo not given) | 2 | 18% | -3% | -1 | -4% | -29 | 25% | -1% | -21 | x
Cc1c(Cl)cccc1N(CC(=O)N1CCCCCC1)S(C)(=O)=O | 3 | -6% | -2% | 0 | 4% | 0 | 2% | -5% | 16 | 3%
O=C(COC(=O)c1ccc(Cl)cc1O)NC(=O)C1CCCCC1 | 1 | -6% | -1% | -4 | -3% | -1 | 3% | 0% | -13 | 1%
